# FXIa inh 1536: inhibitors of human coagulation factor XIa; P03951; purified FXIa, Boc-Glu-Ala-Arg-AMC fluorogenic substrate; inhibition, % at 5 µM; 0.14% of 220,000 active; AID 798;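 active = inhibition of at least 40%; inactive = inhibition below 40%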;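 note: fluorescence of freed AMC excited at 355 nm; 0% = enzyme without compound and 100% = no enzyme blank; many of its hits are not listed in these tables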
# Furin inh: blocks human furin protease activity; inhibition, % at 30 µM; P09958; 0.061% of 220,000 active; AID 463115; purified furin, fluorogenic substrate cleavage; in the data active = inhibition above about 25%; note: inactives centre near -15
# Wee1 stabilizer: blocks degradation of human Wee1 kinase. HeLa Luc-Wee1K328M stability, luciferase luminescence; 100% = proteasome inhibitor MG132 effect. reporter increase, % at 5 µM. 1.2% of 220,000 active. AID 1321;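 active = activation above the mean of all tested compounds plus 3 SD, set per screening run, cut at about 8.8% in these data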;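 note: cells exposed to compound for 20 h before luminescence read; 0% = DMSO alone and 100% = MG132 at 30 µM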
# Target sequence (P30291 whole entry K328M): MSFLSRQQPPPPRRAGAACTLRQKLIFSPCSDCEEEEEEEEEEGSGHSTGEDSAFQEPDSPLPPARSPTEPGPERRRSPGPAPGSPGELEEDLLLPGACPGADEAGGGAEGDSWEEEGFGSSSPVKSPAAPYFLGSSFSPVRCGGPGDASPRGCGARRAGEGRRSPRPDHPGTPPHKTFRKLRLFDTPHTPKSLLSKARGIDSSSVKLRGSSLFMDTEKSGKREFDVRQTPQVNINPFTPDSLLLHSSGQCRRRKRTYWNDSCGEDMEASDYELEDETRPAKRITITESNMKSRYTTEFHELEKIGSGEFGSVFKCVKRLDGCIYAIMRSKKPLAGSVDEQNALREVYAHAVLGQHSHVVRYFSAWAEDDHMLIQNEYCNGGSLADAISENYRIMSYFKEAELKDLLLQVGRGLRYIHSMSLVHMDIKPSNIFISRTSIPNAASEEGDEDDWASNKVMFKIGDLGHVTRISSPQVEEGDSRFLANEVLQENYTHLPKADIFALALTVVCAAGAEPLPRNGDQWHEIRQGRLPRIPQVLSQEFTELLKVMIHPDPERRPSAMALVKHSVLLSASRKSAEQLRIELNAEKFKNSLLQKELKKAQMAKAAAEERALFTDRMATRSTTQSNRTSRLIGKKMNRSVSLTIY
# PERK inh: human PERK inhibition, primary cell-based screen; Q9NZJ5; CHO PERK-DD fusion, SEAP luminescence translation reporter; inhibition, % at 5.6 µM; 0.17% of 220,000 active; AID 1416;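 active = inhibition above the mean inhibition of all tested compounds plus 3 SD, set separately per screening campaign, cut at about 2.9% in these data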;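 note: PERK kinase domain activated by AP20187 dimerizer at 100 nM; 0% = DMSO with dimerizer and 100% = rapamycin at 8.4 µM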
# p97 inhibitor: inhibitors of human p97 ATPase; P55072; recombinant p97 ATPase, Kinase-Glo ATP luminescence, 3 h; inhibition, % at 8 µM; 0.42% of 220,000 active; AID 1481; in the data active = inhibition above about 15%;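 note: 0% = DMSO vehicle and 100% = wells lacking enzyme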
# Cl transport mod: modulates chloride dependent transport by human KCC2; Q9H2X9; KCC2 cells, thallium flux FluoZin-2 fluorescence; B-score of Tl+ flux slope (higher = more flux/activation; lower = inhibition) at 10 µM; 2.2% of 190,000 active;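 active = thallium flux slope and its plate-corrected score both differing from the plate sample mean at a set confidence after two filtering rounds, in either direction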;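 note: slope of fluorescence scaled to starting intensity during 10 to 20 s after thallium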
# thrombin 1536: blocks human thrombin protease activity | P00734 | inhibition, % at 5 µM | alpha-thrombin, Boc-VPR-AMC fluorogenic substrate cleavage | 0.26% of 220,000 active;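 active = inhibition at or above 40%; inactive = inhibition below 40%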;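 note: 0% = enzyme with no compound and 100% = wells without enzyme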
#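 System: human alpha-thrombin protein; Compound dosing: one concentration per compound, 5 µM, with 0.2% DMSO; Timing: reaction at room temperature; Technique: AMC fluorescence, 355/460 nm; Controls: enzyme without compound as high, wells lacking enzyme as low.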
# FXIIa inh 1536: factor XIIa (human) inhibition | purified FXIIa, Boc-QGR-AMC fluorogenic substrate, 2 h | inhibition, % at 5 µM | 0.3% of 220,000 active; in the data active = inhibition above about 40%;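 note: 0% = enzyme with no compound and 100% = blank without enzyme; many of its hits are not listed in these tables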
# hK5 inh: inhibitors of human kallikrein 5; Q9Y337; recombinant hK5, fluorogenic AMC substrate cleavage; inhibition, % at 5 µM; 0.59% of 210,000 active; AID 873;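 active = inhibition of 40% or more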;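 note: 0% = enzyme controls without compound and 100% = no-enzyme blanks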
# Target sequence (Q9Y337 67-293 limits assumed): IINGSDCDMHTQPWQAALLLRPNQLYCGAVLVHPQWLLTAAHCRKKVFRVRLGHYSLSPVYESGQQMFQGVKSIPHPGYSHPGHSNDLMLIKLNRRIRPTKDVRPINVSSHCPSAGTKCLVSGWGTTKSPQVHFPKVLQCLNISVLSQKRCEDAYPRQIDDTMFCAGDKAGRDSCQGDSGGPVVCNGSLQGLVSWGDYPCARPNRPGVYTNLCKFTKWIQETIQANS
# The depositor's hits bear a star; · = no result given; [ ] = dose if it differs, or a comment.
SMILES,FXIa inh 1536,Furin inh,Wee1 stabilizer,PERK inh,p97 inhibitor,Cl transport mod,thrombin 1536,FXIIa inh 1536,hK5 inh
Cc1cccc(-c2noc(CCC(=O)NCc3ccccc3)n2)c1,4,0,-3,0.8,-7,0.44,6,16,-2
CCOC(=O)c1c(NC(=O)/C=C\C(=O)O)sc(C)c1-c1ccccc1,6,1,-2,0.3,2,0.0075,·,10,2
O=C(O)CNc1nc(-c2ccccc2)c2cc([N+](=O)[O-])ccc2n1,0,-5,-4,0.2,6,-0.8,-6,5,-5
Cc1cc(C)nc(NC2=NCC(=O)N2c2cccc(Cl)c2)n1,-1,-14[20 µM],2,-0.7,-3,1.7,-6,8,-15
Cc1cccc(NS(=O)(=O)c2ccc3nc(-c4ccccc4)[nH]c3c2)c1C,4,-8,0,-0.3,5,-0.018,-1,13,-20
CC(=O)NC1=NN(C(C)=O)C(c2cccc([N+](=O)[O-])c2)S1 (stereo unspecified),0,-12,-1,0.9,4,0.081,-4,7,-7
COc1ccccc1C(=O)c1cc2ccc(O)cc2oc1=O,-4,-12,-1,0.6,10,-1.7,16,6,-2
CN(C)C(=O)N1CCN(C(=O)N2CCOCC2)CC1,-3,-25[20 µM],1,1.0,3,-0.16,0,4,-11
Cc1nc2c(-c3ccc(F)cc3)c(C)nn2c(C)c1CCC(=O)N1CCN(c2ccccc2)CC1,1,-8,-2,0.4,-9,·,-8,9,0
CC(C)CCN1CCN(Cc2cccs2)CC1CCO (stereo unspecified),-1,-19,1,-0.2,-3,·,-7,6,·
COc1ccc(-n2c(SCC(=O)O)nc3sc4c(c3c2=O)CCC4)cc1,1,-18,1,1.7,1,-0.28,2,9,1
CCN(CC)CCn1c(=N)n(CC(O)COc2cccc(C)c2)c2ccccc21 (stereo unspecified),-1,-25,-1,-0.2,-5,0.76,-1,8,2
CCOc1ccc(NC(=S)NCc2cccnc2)cc1,2,-20,0,-1.1,1,-0.041,-1,8,-1
Cc1ccc(NC(=O)CCn2c(=S)oc3ccccc32)cc1,0,-15,2,-0.4,-3,-1.2,2,9,-11
CCOC(=O)CN1NC2(CCC(C(C)(C)C)CC2)NC1=S (stereo unspecified),3,-13[20 µM],3,0.2,-3,0.074,0,13,3
CCN(CC(=O)Nc1ccc(OC)c(Cl)c1)CC(=O)NC(C)C,-1,-19,-1,0.5,7,0.2,2,13,6
CC(NC(=O)COC(=O)C1CSC2(C)CCC(=O)N12)C12CC3CC(CC(C3)C1)C2 (stereo unspecified),4,-21,12*,1.1,2,-0.42,-1,9,0
COc1ccc(NC(=O)CCCn2c(=O)c3sccc3n(Cc3ccccc3C)c2=O)cc1,12,-15,3,-0.9,4,-0.29,-11,6,-17
O=C(NCCC1=CCCCC1)N[C@@H](Cc1ccccc1)C(=O)O,-5,-17[20 µM],-4,0.1,-2,-0.33,-4,-5,20
Clc1ccc(C2=CC(c3ccco3)n3ncnc3N2)cc1 (stereo unspecified),-7,-24[20 µM],1,0.0,3,-1.9,-7,1,-5
CCCOc1c(Cl)cc(C(=O)NC)cc1OC,-7,-21,6,1.1,0,-0.034,-11,3,-5
CCCc1nc(SCC(N)=O)[nH]c(=O)c1CC,-8,-21,3,0.6,7,-0.14,-4,3,1
COC(=O)c1cnc(N2CCOCC2)nc1C(F)(F)F,5,-19,10*,0.2,-4,-0.078,-3,7,-8
Cc1cc(C)c2oc(C(=O)Nc3ccc(S(=O)(=O)N4CCCC(C)C4)cc3)cc(=O)c2c1 (stereo unspecified),-1,-12,-2,0.3,9,0.23,-5,8,-1
CSc1ccccc1NC(=O)CN(C)CC(=O)Nc1cccc(Br)c1,-2,-16,-1,-1.1,-6,-0.66,-15,-6,-5
Cn1cccc1/C=C1\SC(=S)N(NC(=O)c2ccccc2O)C1=O,9,-9,2,1.1,3,-2.9,-1,13,6
COc1ccc(C(=O)OCC(=O)Nc2ccccc2)cc1[N+](=O)[O-],-2,-19,4,-0.1,2,-0.51,5,5,-5
CCOC(=O)c1cc(C(=O)c2cc(Cl)ccc2O)coc1=N,-6,-17,-2,0.5,0,-1.8,1,4,-11
CCN1CCN(C(=O)c2ccc(OC)c(S(=O)(=O)Nc3ccc(C)cc3)c2)CC1,-1,-24,-2,0.3,1,-0.012,·,6,-5
CC1CN(C(=O)Nc2ccc3c(c2)OCO3)CC(C)O1 (stereo unspecified),6,-14[20 µM],5,0.1,-1,·,4,18,-4
CC(=O)n1cc(-c2ccncc2)c2ccccc21,-1,-15,-2,1.2,4,-0.97,-4,7,1
C/C(=N\N)c1c(-c2ccccc2)c2cc(C)ccc2[nH]c1=O,1,-12,-2,-0.5,-1,1.8,-9,5,-1
N#CC1(c2ccccc2)CCC(=NO)CC1 (stereo unspecified),-20,-4[20 µM],-1,0.2,1,0.0049,-5,0,4
COc1cc(OC)c2c(N)c(C#N)c(C(F)(F)C(F)(F)F)nc2c1,2,-20[20 µM],1,0.1,-1,0.11,-3,10,-29
N=C1/C(=C\c2ccc(-c3ccc(C(=O)O)cc3)o2)C(=O)N=C2SC=C(c3ccccc3)N12,5,7,-3,1.4,0,0.65,-2,9,0
COc1ccc(CNc2nn[nH]n2)cc1OC,-3,-7[20 µM],1,0.5,4,·,0,10,-1
Cc1csc(N(C(=O)CCNC(=O)c2ccc([N+](=O)[O-])cc2)c2ccccc2)n1,7,-9,-2,-0.4,5,1.9,-7,6,-15
O=C(CN1CCOCC1)N1CCc2ccccc2C(c2ccccc2)C1 (stereo unspecified),10,-22,-3,1.3,3,-0.032,20,-2,73*
CCOC(=O)N1CCN(CC(=O)Nc2ccc([N+](=O)[O-])cc2C(=O)Nc2ccccc2F)CC1,-12,1,-1,-1.8,-5,0.32,4,-7,-8
Cc1cccnc1NC(=S)Nc1ccc(Cl)c(Cl)c1,1,-20,-2,0.6,2,0.23,-9,10,2
O=C(CN1C(=O)c2ccccc2S1(=O)=O)NCCC1=CCCCC1,5,-15[20 µM],0,1.6,3,·,2,12,-6
Cc1cc(Nc2cnc3ccccc3n2)n(-c2ccccc2)n1,1,-15[20 µM],1,-0.5,-5,-0.7,1,7,7
Cc1ccc(NC(=O)C2CCN(C(=O)NC3CCCCC3)CC2)cc1,-2,-6[20 µM],-1,0.2,5,-0.82,0,9,0
CCCCNC(=O)Cn1cnc2sc(C(=O)OCC)c(C)c2c1=O,-1,-17,0,1.0,-3,-0.85,-8,6,-1
Cc1ccc(S(=O)(=O)N(C)C)cc1NC(=S)NC(C)CCC(C)C (stereo unspecified),10,1,-2,-0.3,2,0.081,0,17,-8
COc1ccc(NC(=O)CN(c2ccccc2)S(=O)(=O)N(C)C)cc1Cl,-6,-24,6,0.2,1,-0.24,-1,3,-15
COc1ccc(CC(=O)c2ccccc2C(=O)O)cc1,-4,-28,-2,1.1,5,0.33,-2,8,2
CSc1cnc2c(N)nc(N(C)C)nc2n1,6,-1,-2,0.8,-5,0.47,-3,8,-8
Cc1ccc(C=Nc2ccccc2C(N)=O)o1,6,-21,0,1.3,5,0.76,-2,7,-13
Cc1ccccc1C(=O)Nc1ccc(N2CCCCCC2)cc1,-4,-19,2,-0.2,2,-0.16,-2,7,8

# 3 entries out of the list, arranged by SMILES length, high to low:
SMILES,FXIa inh 1536,Furin inh,Wee1 stabilizer,PERK inh,p97 inhibitor,Cl transport mod,thrombin 1536,FXIIa inh 1536,hK5 inh
Cc1cc(Nc2cnc3ccccc3n2)n(-c2ccccc2)n1,1,-15[20 µM],1,-0.5,-5,-0.7,1,7,7
Cc1ccccc1C(=O)Nc1ccc(N2CCCCCC2)cc1,-4,-19,2,-0.2,2,-0.16,-2,7,8
CSc1cnc2c(N)nc(N(C)C)nc2n1,6,-1,-2,0.8,-5,0.47,-3,8,-8

# Next part.
SMILES,FXIa inh 1536,Furin inh,Wee1 stabilizer,PERK inh,p97 inhibitor,Cl transport mod,thrombin 1536,FXIIa inh 1536,hK5 inh
Cc1cccc(OC(=O)c2ccncc2)c1C,17,-20,-1,0.4,-3,1,-7,10,3
Cc1nn(C(C)C(=O)NCC2CCCO2)c(=O)c2cc3occc3n12 (stereo unspecified),7,-19,1,0.8,5,1.6,11,3,43*
O=C(NCc1ccncc1)C(=O)NCc1ccncc1,-4,-18,-2,1.3,5,-0.044,-3,2,-4
Cc1cc2[nH]c(=O)c3ccccc3n2n1,-1,-3[20 µM],2,1.6,3,0.5,4,5,-11
COc1ccccc1NC(=O)CSc1nc(O)cc(=O)[nH]1,1,-5[20 µM],0,1.0,6,·,-5,7,-4
O=C(COc1ccc(Cl)cc1)Nc1ccccc1N1CCOCC1,5,-17,2,-0.6,-3,·,-1,13,6
COc1ccc(Nc2ncnc3ccc([N+](=O)[O-])cc23)c(OC)c1,1,-8,-1,-0.1,2,-0.67,-1,12,2
CNC(=O)OCc1cccc(COC(=O)NC)n1,0,-17,0,1.6,4,·,0,8,-17
CC(C)OC(=O)c1ccc(NC(=O)c2cncc(Br)c2)cc1,-7,-20,-2,0.1,1,-1.2,2,0,-16
CCC(=O)c1ccc(OCC(=O)OCC(=O)Nc2sccc2C(N)=O)cc1,22,-16,-1,0.7,-3,-1.4,-7,13,1
COCCN(Cc1cc2cc3c(cc2nc1Cl)OCO3)C(=O)Nc1ccc(OC)cc1,5,-16,-1,0.1,7,0.62,-9,6,-23
CCOC(=O)C1(CCc2ccccc2)CCN(Cc2ccn[nH]2)CC1,7,-29,-1,1.0,4,-1,4,13,-1
O=C(COc1ccc(Cl)cc1Cl)N/N=C/c1ccc(OC2OC(CO)C(O)C(O)C2O)cc1 (stereo unspecified),7,-19,5,0.7,7,1,-1,8,5
O=C(O)C1CC=CCC1C(=O)Nc1cccc([N+](=O)[O-])c1 (stereo unspecified),-4,-25,-2,2.2,0,-0.4,-3,-7,-24
Cc1ccc(C(=O)Nc2nc(=O)n(C)s2)cc1,-1,-18,6,0.7,-3,-0.84,-1,-7,2
O=C(Cc1ccc(Cl)cc1)c1c[nH]c(C(=O)NCCCn2ccnc2)c1,-2,-13,-3,0.1,3,-0.025,4,9,3
COc1ccc(Br)cc1CNC(=O)C1CCN(C(=O)N(C)C)CC1,-6,-18,0,0.7,4,0.58,-3,1,-24
COc1cc(CN(C)CCc2ccccc2)ccc1OCc1ccccc1,0,-6[20 µM],-2,0.2,-2,·,-2,13,-5
Cc1cc(C)nc(/N=C2\NC(=O)CC(C(=O)O)N2c2ccc(Cl)cc2)n1 (stereo unspecified),-3,-9,1,0.9,5,-0.42,-5,7,-3
CCOc1ccc(C(C)C)cc1S(=O)(=O)n1ccnc1C,2,-12,0,0.4,1,0.096,-3,11,·
CCCCn1nnc(NC(=O)CC23CC4CC(CC(C4)C2)C3)n1,-18,-15[20 µM],-4,-0.4,-10,0.49,-7,9,-2
COc1ccc(OC)c(NC(=O)COC(=O)/C=C/c2ccc(Cl)cc2)c1,4,-21,1,0.6,7,0.68,1,9,0
O=C(Nc1nnc(-c2ccc(F)cc2)o1)c1cc(Cl)sc1Cl,-1,-13,4,0.1,2,54*,0,3,-76
COc1ccc(C2NC(=S)NC(C)=C2C(=O)Nc2ccccn2)cc1OC (stereo unspecified),2,-13,-3,0.9,-4,0.31,-2,1,-11

# Compound profiles, from the list above. Values in the order: FXIa inh 1536, Furin inh, Wee1 stabilizer, PERK inh, p97 inhibitor, Cl transport mod, thrombin 1536, FXIIa inh 1536, hK5 inh
# Cc1ccc(NC(=O)C2CCN(C(=O)NC3CCCCC3)CC2)cc1 in the list: -2, -6[20 µM], -1, 0.2, 5, -0.82, 0, 9, 0
# COc1ccc(CNc2nn[nH]n2)cc1OC in the list: -3, -7[20 µM], 1, 0.5, 4, ·, 0, 10, -1

# Compound activity from PubChem BioAssay.
